Assay outcomes deposited in PubChem BioAssay by several laboratories.
Large T inhibition: SV40 large T antigen inhibitors, biochemical (AID 1903); SV40 large T antigen ATPase/helicase inhibition assay; higher % means a stronger effect; inhibition, % at 20 µM; hits with a dose series show IC50 in µM; 310,000 compounds, 0.39% hits; in the data active = a potency from the dose series; also: strong numbers were not always called active
Rac1 GTP hydrolysis: MgcRacGAP GTPase-activating activity inhibitors, confirmation, biochemical, ADP Hunter fluorescence. MgcRacGAP-stimulated Rac1 GTP hydrolysis, ADP Hunter fluorescence; higher % means a stronger effect; GST-tagged Rac1 F28L mutant substrate. one-dose inhibition, % at 30 µM; IC50 in µM for titrated hits. 340,000 compounds, 0.6% hits. AID 624330;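 active = first-screen hits whose inhibition reached a set limit at any dose in the follow-up dose series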;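 also: fluorescence reports GDP produced by GAP-driven GTP hydrolysis; strong numbers were not always called active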
GPR35 arrestin U2OS: GPR35 antagonists blocking zaprinast-driven arrestin recruitment, primary screen, imaging, U2OS, beta-arrestin-GFP, zaprinast agonist (AID 2058); inhibition, % at 10 µM; hits with a dose series show IC50 in µM; 290,000 compounds, 0.052% hits; U2OS GPR35 beta-arrestin-GFP translocation imaging, zaprinast antagonism; higher % means a stronger effect;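 active = inhibition of at least 50% with at least 30 cells and total cytoplasm GFP at most 10,000,000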
RSV CPE inhibition: inhibition of RSV-induced cytopathic effect – HEp-2 cells, primary 10 µM value included (AID 2391); 310,000 compounds, 0.13% hits; HEp-2 cells, RSV-induced CPE inhibition; higher % means a stronger effect; CPE inhibition, % at 10 µM, or IC50 in µM where a hit was titrated; in the data active = a potency from the dose series; also: strong numbers were not always called active
GPR55 LPI antagonism: inhibition of LPI-stimulated GPR55 beta-arrestin translocation – imaging, U2OS, beta-arrestin-GFP, LPI agonist, primary screen (AID 2013); U2OS GPR55 beta-arrestin-GFP translocation imaging, LPI antagonism; higher % means a stronger effect; one-dose inhibition, % at 10 µM; IC50 in µM for titrated hits; 290,000 compounds, 0.13% hits;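 active = spots per cell inhibited over 60%, with over 100 cells counted and total cytoplasm intensity under 500,000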;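 also: U2OS cells stably carrying GPR55 and arrestin-GFP stimulated by 5 µM LPI near EC80; imaged beta-arrestin-GFP aggregate spots per cell after agonist stimulation; plate controls were LPI-stimulated DMSO wells for no effect and DMSO wells without LPI for full effect; some results filed as inactive read as strong as hits; confirmed hits need IC50 under 10 µM and bright autofluorescent wells are also inconclusive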
K1F lysis inhibition: inhibition of K1F phage lysis, E. coli UTI89, bacterial capsule biogenesis inhibitors, alamar blue (AID 488966) | 340,000 compounds, 0.02% hits | E. coli UTI89 K1F phage lysis, alamar blue, 2 h; higher % means a stronger effect | inhibition, % at 100 µM, or IC50 in µM where a hit was titrated;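 active = phage lysis inhibition, versus mean bacterial control, above a set limit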;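 also: capsule biogenesis inhibitors block K1F phage lysis so surviving cells raise fluorescence; higher fluorescence means more inhibition of phage lysis; actives were called in the ten point dose series up to 300 µM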
NS5 inhibitors: Dengue-2 NS5 methyltransferase inhibitors, primary screen, biochemical, confirmation dose response (AID 588689); Dengue-2 NS5 methyltransferase capping enzyme assay, biochemical; higher % means a stronger effect; one-dose inhibition, % at 25 µM; IC50 in µM for titrated hits; 340,000 compounds, 0.3% hits; in the data active = a potency from the dose series
Salmonella PhoP GFP: inhibitors of PhoP regulon expression, primary screen, Salmonella Typhimurium, GFP reporter (AID 1863) | S. Typhimurium PhoP-regulated promoter GFP reporter, 4 h; higher % means a stronger effect | inhibition, % at 50 µM; hits with a dose series show IC50 in µM | 300,000 compounds, 0.16% hits;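 active = inhibition over 29.93%, a cutoff 3 SD above the screen mean, later confirmed by dose response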;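 also: 0% = low Mg2+ inducing control and 100% = high Mg2+ repressing control; strong numbers were not always called active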
HIV fusion peptide: inhibitors of HIV fusion peptide binding, primary screen, biochemical, uHTS, fluorescence dequenching (AID 1986). one-dose inhibition, % at 20 µM; IC50 in µM for titrated hits. cell-free peptide binding, fluorescence dequenching, 30 min; higher % means a stronger effect. 290,000 compounds, 0.3% hits; in the data active = inhibition mostly above about 52%, no sharp cut-off; inactive = mostly below about 76%; also: some results filed as inactive read as strong as hits
NS5 inhibitors pilot replicate: further read-out of NS5 inhibitors, marked with its call; inhibition, %; measured here: pilot screen replicate inhibition
Numbers without * were called inactive; . = no result given; [ ] = dose if it differs, or a comment. Compounds were not picked by outcome. Share with any hit: about 1.5%.

SMILES	Large T inhibition	Rac1 GTP hydrolysis	GPR35 arrestin U2OS	RSV CPE inhibition	GPR55 LPI antagonism	K1F lysis inhibition	NS5 inhibitors	Salmonella PhoP GFP	HIV fusion peptide	others
CCOc1ccc(NS(=O)(=O)c2ccc(C(=O)N3CCN(C(C)=O)CC3)cc2)cc1	4%	-1%	-7%	0.4%	-10%	0.6%	-4%	4%	-0.5%
COC(=O)[C@H]1[C@H](C(=O)OC)[C@@H](C(=O)OC)N(c2ccc(OC)cc2)[C@@H]1C(=O)OC	24%	11%	2%	2.2%	5%	0.5%	-1%	-6%	0.5%
Cc1ccc2nc(SCC(=O)NCc3ccccc3)nc(=O)n2c1	22%	5%	.	0.4%	.	0.8%[50 µM]	2%	2%	.
CC(=O)c1sc(Nc2ccccn2)nc1C	4%	9%	5%	1.2%	5%	1.4%	-1%	-1%	0.0%
COc1ccccc1N1CCN(C(=O)c2ccc(Cl)c(S(=O)(=O)N3CCOCC3)c2)CC1	19%	6%	8%	4.6%	0%	-0.1%	-10%	7%	-1.3%
O=C(O)c1ccc(COc2ccccc2/C=C2/NC(=O)N(c3cccc(Cl)c3)C2=O)cc1	5%	4%	-15%	8.5%	11%	2.9%	7%	3%	53%*
CN(CCCNC(=O)CCC(=O)N1CCOc2ccccc21)Cc1ccccc1	13%	6%	-4%	1.6%	16%	6.7%	-3%	.	0.9%
COc1ccc(CCNC(=O)C2CCN(C(=O)c3ccc(Cl)cc3)CC2)cc1	11%	7%	3%	1.6%	12%	-0.1%	-3%	-4%	-0.5%
N#Cc1nc(-c2cccs2)oc1N1CCN(Cc2ccccc2)CC1	2%	5%	20%	4.8%	0%	4.5%	-2%	-2%	-2.3%
CCOC(=O)N1CCN(C(=O)/C=C/c2c(C)nn(-c3ccc(F)cc3)c2Cl)CC1	26%	7%	1%	.	-5%	0.0%	-10%	11%	-2.2%
COc1cc(NC(=O)CSc2ncccc2C(=O)OC(C)C)cc(OC)c1	4%	-1%	20%	1.4%	3%	-4.8%	1%	-9%	1.4%
O=C(NC1CCN(C(=S)NCc2ccco2)CC1)C1CCCCC1	10%	9%	10%	2.7%	7%	5.6%	1%	7%	0.7%
CC1C(=O)N2CCCc3cc(S(=O)(=O)NCc4ccc(F)cc4)cc1c32 (centres undefined)	10%	1%	.	2.1%	.	0.8%[50 µM]	-1%	3%	.
CCOc1ccc(/C=N/NC(=O)Cc2csc(Nc3cccc(C(F)(F)F)c3)n2)cc1	10%	14%	2.1µM*	31%	5%	0.5%	2%	-5%	-0.1%
CC(C)(C)OC(=O)C1C(=O)CC(C)(O)C(C(=O)OC(C)(C)C)C1c1cccnc1 (centres undefined)	11%	2%	0%	1.6%	2%	-0.3%	-2%	-1%	-0.8%
O=C(CN(Cc1cccs1)C(=O)CCC(=O)Nc1ccccn1)NCc1ccccc1	.	0%	9%	-0.8%	5%	-1.2%	-1%	.	-1.2%
O=C1CCc2cc(S(=O)(=O)N3CCCC3C(=O)NC3CCCCCCC3)ccc2N1 (centres undefined)	2%	7%	-16%	-0.1%	-4%	-1.1%	3%	16%	13%
O=S1(=O)N=C(N(CCO)/N=C/C=C/c2ccccc2)c2ccccc21	8%	5%	-18%	-1.5%	8%	5.2%	-3%	0%	-2.0%
Cc1cccc(Nc2c([N+](=O)[O-])c(=O)oc3ccccc23)c1	7%	3%	10%	.	0%	-1.0%	-1%	-5%	-1.7%
N#C/C(=C(/O)CCCl)c1ccccn1	8%	0%	-16%	0.8%	-3%	0.0%	-1%	-3%	-0.6%
Cn1ccc(C(=O)Nc2ccc3c(c2)OCCO3)n1	-1%	7%	5%	0.0%	6%	0.2%	-3%	2%	3.5%
CC1Oc2ccccc2C=C1/C=N/NC(=O)c1ccccc1 (centres undefined)	0%	10%	-6%	15%	1%	0.6%[50 µM]	1%	-3%	-0.2%
COc1cccc(-c2nc(NCc3ccccc3)c3ccccc3n2)c1O	4%	.	24%	16%	0%	1.3%[50 µM]	-11%	7%	-2.1%
O=C(N/N=C/c1cccs1)C(=O)Nc1cccc(Cl)c1	-6%	4%	-16%	0.7%	-1%	0.3%	5%	-4%	-2.0%
COCCN(C(C)=O)c1nnc(-c2cnccn2)s1	8%	3%	-18%	0.9%	-5%	0.2%	4%	3%	-3.1%

Other records.
SMILES	Large T inhibition	Rac1 GTP hydrolysis	GPR35 arrestin U2OS	RSV CPE inhibition	GPR55 LPI antagonism	K1F lysis inhibition	NS5 inhibitors	Salmonella PhoP GFP	HIV fusion peptide	others
CSc1ccccc1C(=O)Nc1ccc2c(c1)OCO2	9%	2%	-2%	1.0%	17%	0.2%	-5%	0%	-1.2%
Cc1ccc(NC2=C([N+](=O)[O-])CS(=O)(=O)C2)cc1	2%	7%	11%	0.1%	4%	-0.3%	-4%	-20%	6.0%
CC(=O)N1CCc2cc(S(=O)(=O)NC(CC(C)C)C(=O)Nc3cc(C)ccn3)ccc21 (centres undefined)	15%	2%	-6%	1.1%	9%	-0.9%	-2%	-9%	0.7%
CCN(CC)CCNC(=O)CSc1c2c(nc3cc(Cl)ccc13)CCCC2	21%	13%	1%	0.9%	27%	-0.1%	-8%	-9%	1.3%
CC(NCc1ccc(S(N)(=O)=O)cc1)C(=O)NCc1ccccc1 (centres undefined)	2%	3%	4%	0.5%	-23%	0.2%	-2%	-5%	0.9%
CC(=O)N1CCN(c2ccc(NC(=S)NC(=O)c3ccccc3)cc2)CC1	15%	6%	-10%	0.4%	11%	0.8%[50 µM]	3%	-7%	1.1%
N/C(Cc1ccc([N+](=O)[O-])cc1)=N\OC(=O)c1ccccc1F	2%	1%	0%	0.8%	5%	0.2%	0%	5%	2.4%
CN(C)CCCN(C(=O)COc1ccccc1)c1nc2ccc(Cl)cc2s1	2%	3%	4%	-3.3%	3%	2.0%[50 µM]	4%	7%	-1.1%
COc1ccc(N2CCCC2)c(NC(=O)COc2ccccc2)c1	17%	24%	-8%	2.9%	5%	-0.2%	2%	-6%	0.2%
O=C(CC(c1ccccc1)c1ccccc1)Nc1ccc2c(c1)OCCO2	10%	0%	5%	-1.0%	8%	0.2%	-4%	2%	1.5%
CCOC(=O)C1=C(c2ccccc2)OC(N)=C(C#N)C1c1ccc(Br)s1 (centres undefined)	6%	8%	-2%	2.0%	3%	0.1%	-1%	-11%	9.9%
CC1Cc2ccccc2C(CCc2ccccc2)=N1 (centres undefined)	4%	10%	-1%	0.9%	6%	0.2%	-7%	6%	0.8%
Cc1ccc(CN2C(=O)CCC2C(=O)NC2CC2)cc1 (centres undefined)	5%	2%	-7%	0.8%	-8%	0.0%	5%	4%	-3.2%
N#Cc1ccsc1NC(=O)CN1C(=O)NC2(CCCCC2)C1=O	10%	6%	-14%	0.4%	-3%	-1.0%[50 µM]	2%	-3%	12%
Cc1cccn2c(=O)c3cc(C(=O)NCC4CCCO4)c(=N)n(Cc4cccnc4)c3nc12 (centres undefined)	19%	6%	8%	2.3%	33%	-1.6%	7%	-12%	4.0%
C=CCNC(=S)N/N=C(\C)c1cccc(OC)c1	11%	8%	-1%	1.4%	3%	0.1%	-5%	-4%	2.2%
Cc1cc(=O)oc2c(C)c(OCC(=O)N3CC[C@@]4(O)CCCC[C@H]4C3)ccc12	6%	0%	6%	.	14%	-0.1%	-8%	10%	-0.7%
O=C(N/N=C/C=C/c1ccc(Br)cc1)C(O)c1ccccc1 (centres undefined)	6%	4%	-2%	1.6%	0%	0.2%	-2%	-5%	2.9%
CC1CCOC2(O1)C(=O)N(CN1CCN(c3ccccc3F)CC1)c1ccccc12 (centres undefined)	5%	6%	3%	0.8%	16%	-0.6%	-2%	-3%	-2.9%	NS5 inhibitors pilot replicate=-2.1
COn1c(-c2ccc(Cl)cc2Cl)nc2ncccc21	1%	.	-6%	0.6%	9%	.	.	6%	1.0%
Cc1snc(S(=O)(=O)Cc2c(Cl)cccc2Cl)c1C#N	16%	7%	11%	-0.1%	5%	0.7%	-9%	-8%	0.0%	NS5 inhibitors pilot replicate=-2.4
CCNC(=O)COC(=O)C1CCC(=O)N(c2ccc(OC)cc2)C1c1ccc(OC)cc1 (centres undefined)	1%	5%	6%	0.1%	9%	0.5%	-3%	-8%	2.3%	NS5 inhibitors pilot replicate=0.9
CCOC(=O)c1cnc(SC)nc1Sc1ccccc1	7%	4%	-8%	1.6%	-2%	0.1%	-6%	-2%	-0.2%
COc1cc2c(cc1NC(=O)c1cc(-c3ccccn3)nc3ccccc13)oc1ccccc12	18%	15%	-12%	3.1%	18%	0.3%	-3%	-5%	-0.8%
CCC1CCCCN1C(=O)COc1cc(=O)n(C)c2ccccc12 (centres undefined)	0%	6%	9%	-0.2%	-5%	-0.8%	-7%	3%	-2.1%

Following part.
SMILES	Large T inhibition	Rac1 GTP hydrolysis	GPR35 arrestin U2OS	RSV CPE inhibition	GPR55 LPI antagonism	K1F lysis inhibition	NS5 inhibitors	Salmonella PhoP GFP	HIV fusion peptide	others
CCCCCc1cc(=O)oc2c(C(CCN(CC)CC)c3ccc(OC)cc3)c(OC)cc(OC)c12 (centres undefined)	1%	10%	2%	-3.9%	38%	-1.4%	-4%	6%	1.1%
Cc1ccc(S(=O)(=O)Nc2cc3c(cc2N2CCOCC2)n(C)c(=O)c(=O)n3C)cc1	10%	11%	4%	1.6%	-1%	0.1%	4%	5%	-2.4%
O=C(CSc1nc2ccccc2c(=O)[nH]1)Nc1ccccc1O	9%	5%	-6%	4.2%	8%	0.3%	6%	-5%	-0.3%
COCCNC(=O)CCCn1c(=O)c2ccccc2n(Cc2ccccc2C#N)c1=O	6%	-6%	-7%	2.3%	0%	-0.2%	-1%	-2%	0.3%
COc1cc(C2c3c(-c4cc(C)cc(C)c4O)n[nH]c3C(=O)N2CCCO)cc(OC)c1OC (centres undefined)	4%	7%	0%	5.0%	0%	1.7%	-5%	-12%	0.4%
COc1cc(OC)c2ccc(=O)oc2c1C(CC(=O)N1CCOCC1)c1ccc2c(c1)OCO2 (centres undefined)	22%	5%	-14%	0.2%	10%	0.3%	-3%	-3%	2.1%
CC(=O)c1ccc(-n2cc(-c3ccc(C(C)(C)C)cc3)[n+]3c2SCCC3)cc1	20%	1%	-3%	0.2%	-8%	-0.4%	-2%	1%	-0.5%

Compounds above with a furan ring, fused or not (2):
SMILES	Large T inhibition	Rac1 GTP hydrolysis	GPR35 arrestin U2OS	RSV CPE inhibition	GPR55 LPI antagonism	K1F lysis inhibition	NS5 inhibitors	Salmonella PhoP GFP	HIV fusion peptide	others
O=C(NC1CCN(C(=S)NCc2ccco2)CC1)C1CCCCC1	10%	9%	10%	2.7%	7%	5.6%	1%	7%	0.7%
COc1cc2c(cc1NC(=O)c1cc(-c3ccccn3)nc3ccccc13)oc1ccccc12	18%	15%	-12%	3.1%	18%	0.3%	-3%	-5%	-0.8%
